procasp3 activ: procaspase-3 (human) activation. P42574. recombinant procaspase-3 D3A, Ac-DEVD-pNA absorbance 405 nm. activation, % at 8.5 µM. actives 0.11% (n = 330,000). AID 463141;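 active = activation above the mean of all tested compounds plus 3 SD, cut at about 21% in these data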;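 note: 0% = DMSO alone and 100% = DMSO wells spiked with extra 5 µM PC-3 D3A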
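Assay system: Autoprocessing-dead procaspase-3 D3A mutant enzyme; also added: Ac-DEVD-pNA; doses: one concentration, 8.5 µM nominal, 0.8% DMSO; times: 1 h compound preincubation, 2 h substrate hydrolysis at 25 °C; technique: 405 nm absorbance of p-nitroaniline, reads at 0 and 120 min; measure: % activation between DMSO and enzyme-spiked controls; repeats: single replicate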
PP5 inh: inhibitors of human protein phosphatase 5 (PP5); actives 0.18% (n = 320,000); inhibition, % at 6.7 µM; purified PP5c, OMFP substrate fluorescence; P53041; AID 1987;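 active = inhibition above the campaign's mean inhibition across all tested compounds plus 3 SD, cut at about 9.5% in these data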;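 note: 0% = DMSO only and 100% = 100 µM cantharidin control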
Target sequence (P53041 whole entry, looked up): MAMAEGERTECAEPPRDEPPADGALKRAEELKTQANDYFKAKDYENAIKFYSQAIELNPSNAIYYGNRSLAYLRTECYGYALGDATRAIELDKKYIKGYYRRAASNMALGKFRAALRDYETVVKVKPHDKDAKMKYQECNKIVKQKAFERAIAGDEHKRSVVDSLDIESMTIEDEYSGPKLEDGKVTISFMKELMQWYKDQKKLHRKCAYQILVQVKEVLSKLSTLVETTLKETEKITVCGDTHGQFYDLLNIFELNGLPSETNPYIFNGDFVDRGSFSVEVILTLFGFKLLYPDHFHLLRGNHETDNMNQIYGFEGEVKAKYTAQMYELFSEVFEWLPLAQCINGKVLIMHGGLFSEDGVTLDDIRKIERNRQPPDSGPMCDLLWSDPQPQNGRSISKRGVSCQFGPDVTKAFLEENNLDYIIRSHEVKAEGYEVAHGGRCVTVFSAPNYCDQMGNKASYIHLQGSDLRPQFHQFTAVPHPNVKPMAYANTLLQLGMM
Efflux pump mplx: inhibitors of Candida antifungal efflux pumps expressed in yeast. S. cerevisiae Candida pump triplex, Nile Red efflux. inhibition, % at 10 µM. actives 0.44% (n = 330,000);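 active = plate passing quality check with inhibition over a set limit, or well fluorescence over plate mean plus 4 SD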;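 note: Nile Red retained in pooled yeast measured as flow cytometry median fluorescence; 0% = buffer negative control and 100% = Enniatin B positive control; higher means more Nile Red kept so more efflux inhibition; some compounds called inactive have numbers as strong as hits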
TPT1 inh: blocks Candida albicans tRNA 2'-phosphotransferase; recombinant caTPT1, FP RNA substrate dephosphorylation; actives 0.81% (n = 300,000); inhibition, % at 5 µM;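 active = inhibition above the mean of all tested compounds plus 3 SD, set per screening campaign, cut at about 24% in these data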;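 note: plate controls were DMSO alone for no effect and ferristatin control at 100 nM for full effect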
CTSL1 counter: counter-screen for PFM18AAP inhibitors: inhibitors of F. hepatica cathepsin L1. actives 0.49% (n = 300,000). AID 1906. inhibition, % at 5.96 µM. recombinant F. hepatica cathepsin L1, Z-Leu-Arg-MCA fluorescence;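 active = inhibition above the mean of all tested compounds plus 3 SD, set per screening campaign, cut at about 17% in these data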;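 note: 0% = plate median of test compound wells and 100% = 1 µM Z-Phe-Ala-diazomethylketone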
proCasp7 act: counter-screen for procaspase-3 activators: activators of human procaspase-7; P55210; recombinant procaspase-7, Ac-DEVD-pNA absorbance 405 nm; D23A/D198A/D206A triple mutant, cannot self-cleave; scale: DMSO 0, 5 µM enzyme 100; activation, % at 8.5 µM; actives 0.093% (n = 330,000); AID 463210;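 active = percent activation above the screen-wide mean plus 3 SD, cut at about 25% in these data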
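System: Procaspase-7 triple mutant (PC-7 D3A); measure: % activation from two-timepoint absorbance difference, scaled to controls; times: 1 h compound preincubation, 2 h substrate cleavage, 25 °C; also added: Ac-DEVD-pNA substrate, 400 µM as added; measured by: Epi-absorbance of released pNA at 405 nm, two timepoints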
PP1 counter: blocks human PP1-alpha phosphatase, a PP5 counter-screen; actives 0.9% (n = 320,000); purified PP1alpha, OMFP fluorescence; inhibition, % at 6.7 µM; P62136;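 active = inhibition above the mean inhibition of all tested compounds plus 3 SD, computed separately for each screening campaign, cut at about 15% in these data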
GASC-1 inh: human JMJD2C demethylase inhibition; Q9H3R0; GST-JMJD2C(1-420) H3K9me3 demethylation, DELFIA europium; inhibition, % at 2.35 µM; actives 0.069% (n = 330,000); AID 2099;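 active = more than half of a compound's replicate wells show inhibition beyond 50%, single wells judged on their own value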;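 note: signal counts dimethyl H3K9 product captured on neutravidin plate; 0% = median of DMSO wells and 100% = 0.3 times that DMSO median; strong numbers were not always called active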
Target sequence (Q9H3R0 1-420 limits assumed): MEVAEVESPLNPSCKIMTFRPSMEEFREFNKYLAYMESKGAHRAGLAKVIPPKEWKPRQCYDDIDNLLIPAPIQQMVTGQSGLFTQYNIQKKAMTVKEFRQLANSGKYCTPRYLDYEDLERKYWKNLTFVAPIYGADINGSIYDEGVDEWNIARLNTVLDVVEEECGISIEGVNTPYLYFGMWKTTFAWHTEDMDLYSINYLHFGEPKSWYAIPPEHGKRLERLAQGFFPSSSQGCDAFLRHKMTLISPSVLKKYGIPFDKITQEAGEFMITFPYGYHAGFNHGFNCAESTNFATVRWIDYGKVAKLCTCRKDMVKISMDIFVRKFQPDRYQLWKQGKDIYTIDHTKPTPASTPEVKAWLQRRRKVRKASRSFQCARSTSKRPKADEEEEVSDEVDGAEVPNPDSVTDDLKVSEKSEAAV
HCV core dimer: HCV core protein dimerization inhibition | TR-FRET GST/Flag-core106 dimerization, 1536-well | inhibition, % at 5 µM | actives 0.33% (n = 300,000);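 active = inhibition above the mean of all tested compounds plus 3 SD, set per screening campaign, cut at about 45% in these data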
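test system = GST/Flag-tagged HCV core106 proteins | probe or stimulus = Eu donor and XL665 acceptor anti-tag antibodies | times = compound-protein-antibody incubation 4 h at 22.5 °C | signal = TR-FRET, excitation 340 nm, emission 617 and 671 nm | measure = percent inhibition of core106 dimerization signal | controls = wells lacking GST-core106 and wells with excess unlabelled core106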
Active calls of the source: *; x = not tested or not shown; & = joins results of further samples. An unsorted share of the library (roughly 2.9% active in at least one column).

Sample of the layout (4 entries):
SMILES | procasp3 activ | PP5 inh | Efflux pump mplx | TPT1 inh | CTSL1 counter | proCasp7 act | PP1 counter | GASC-1 inh | HCV core dimer
CCc1noc(C)c1C(=O)OCC(=O)N1CCc2ccccc21 | 2 | -0.1 | 0.1 | x | x | 2 | -2 | 5 | x
Cc1onc(-c2c(F)cccc2Cl)c1C(=O)NCc1ccc(S(N)(=O)=O)cc1 | 0 | 0.2 | -0.1 | x | x | 3 | -6 | 3 | x
COc1ccc(C(=O)O)cc1S(=O)(=O)N1CCCc2ccccc21 | 8 | 0.5 | 0.8 | 0 | -5 | 16 | 1 | 3 | 7
CC(=O)N1CCN(c2nc3cc4c(cc3nc2NS(=O)(=O)c2ccccc2)OCCO4)CC1 | -2 | 3.8 | 0.1 | 4 | 0 | -2 | 2 | 6 | -5

This part in full, from the first entry:
SMILES | procasp3 activ | PP5 inh | Efflux pump mplx | TPT1 inh | CTSL1 counter | proCasp7 act | PP1 counter | GASC-1 inh | HCV core dimer
CCc1noc(C)c1C(=O)OCC(=O)N1CCc2ccccc21 | 2 | -0.1 | 0.1 | x | x | 2 | -2 | 5 | x
Cc1onc(-c2c(F)cccc2Cl)c1C(=O)NCc1ccc(S(N)(=O)=O)cc1 | 0 | 0.2 | -0.1 | x | x | 3 | -6 | 3 | x
COc1ccc(C(=O)O)cc1S(=O)(=O)N1CCCc2ccccc21 | 8 | 0.5 | 0.8 | 0 | -5 | 16 | 1 | 3 | 7
CC(=O)N1CCN(c2nc3cc4c(cc3nc2NS(=O)(=O)c2ccccc2)OCCO4)CC1 | -2 | 3.8 | 0.1 | 4 | 0 | -2 | 2 | 6 | -5
CC(=O)Nc1ccc(NC(=O)Oc2ccccc2)cc1 | -7 | 0.0 | 0.0 | 1 | 2 | -6 | 0 | -11 | -2
Cc1ccc(C)c(CSc2nnc([C@@H]3CCCN3)o2)c1 | 4 | 4.9 | 0.0 | -1 | 5 | 14 | -5 | 8 | 1
O=C(c1ccccc1)c1ccc2c(c1)OCCCO2 | 4 | 1.2 | 0.1 | -2 | 1 | 6 | -1 | 12 | 2
COc1c(/C=N/Nc2ccc([N+](=O)[O-])cc2[N+](=O)[O-])c(C)nn1-c1ccccc1 | 4 | -2.7 | -0.2 | -2 | 3 | 8 | -4 | 12 | 1
OCC1OC(n2cnc3ccccc32)CC1O (stereo not given) | 8 | -0.1 | 0.0 | -3 | -5 | 6 | -1 | 7 | 2
COc1ccc(C(=O)Nc2cccc([N+](=O)[O-])c2)cc1Br | 5 | 3.0 | 0.2 | -1 | 2 | 10 | 1 | -5 | 3
Cc1ccc(C)c(OCc2cc(C(=O)NC(c3ccccn3)C(F)(F)F)no2)c1 (stereo not given) | -1 | 4.5 | -0.1 | 2 | 2 | 6 | 1 | -12 | 2
COc1ccccc1C(=O)NCCC(=O)NCC1CCCO1 (stereo not given) | -3 | 0.6 | -0.1 | x | x | 5 | 2 | 2 | x
c1ccc(-n2c(-c3ccco3)nnc2N2CCOCC2)cc1 | 2 | 3.4 | 0.0 | -2 | -5 | 6 | -1 | -1 | -1
COCc1nnc(NC(=O)CC(c2ccccc2)c2ccccc2)s1 | 7 | 3.3 | -0.1 | 1 | -3 | 0 | 7 | 0 | 2
Cc1ccc(C(=O)Oc2ccccc2N2C(=O)C3CCCCC3C2=O)cc1 (stereo not given) | -3 | 4.7 | 0.1 | 1 | -9 | -7 | 2 | 3 | -2
COc1ccccc1OCC(=O)Nc1ccc(NC(=O)COc2ccccc2OC)cc1 | -4 | 2.7 | 1.2 | -1 | 0 | -1 | 2 | 6 | 6
CC(=O)c1cccc(NC2c3ccccc3C(=O)N2Cc2ccco2)c1 (stereo not given) | -4 | 0.8 | 0.1 | 0 | 2 | 4 | -2 | 29 | 1
Cn1c(COc2ccc([N+](=O)[O-])cc2)nnc1SCC(N)=O | 4 | -0.3 | 0.1 | 2 | -1 | -2 | -6 | 6 | 1
Cc1cc(C)c(OCC(=O)Nc2cccc(O)c2)cc1C | 0 | 0.9 | 0.1 | 0 | -2 | 1 | 2 | 0 | 1
COc1cc(/C=N/Nc2ccc(Cl)nn2)cc(OC)c1O | -14 | 1.7 | -0.2 | -3 | -2 | -10 | 2 | -10 | -32
O=S(=O)(NCC1CCCO1)c1cnc(Cl)c(Cl)c1 (stereo not given) | 6 | 1.4 | -0.3 | -2 | -1 | 0 | -2 | 5 | 2
CN(C)C(=S)Nc1ccc(Br)cc1Cl | -12 | 2.5 | 0.3 | 1 | -4 | -10 | -3 | -1 | 0
O=C(CSc1ccccc1)Nc1ccc(-c2nc3ccccc3[nH]2)cc1 | 1 | 2.2 | 0.4 | 2 | -3 | -10 | 4 | 6 | -7
O=C(NC(=O)c1ccc(Cl)cc1)Nc1ccc(-c2cnco2)cc1 | -10 | 0.1 | 0.1 | 1 | 1 | -1 | 0 | -1 | 4
COc1ccc(CCNC(=O)COC(=O)c2ccc(Br)o2)cc1OC | 3 | 1.1 | -0.2 | -5 | -18 | 20 | 1 | 1 | -1
CC(C)CCN(C(=O)COc1ccc(C#N)cc1)c1c(N)n(Cc2ccccc2)c(=O)[nH]c1=O | 3 | 0.1 | 0.0 | -4 | 3 | -5 | -6 | -26 | -2
COCC1CCN(C(=O)C2CCC(=O)N(Cc3ccc(Cl)cc3)C2)CC1 (stereo not given) | -3 | 0.8 | 0.0 | 0 | -1 | 8 | -2 | -5 | -4
COc1ccc(C(=O)CSc2nnc(-c3ccccn3)n2Cc2ccco2)cc1 | -7 | 4.6 | 0.1 | 2 | 0 | -2 | -1 | -1 | 16
COc1cccc(C2NC(=O)c3ccccc3O2)c1OC (stereo not given) | 0 | 2.5 | 0.1 | -1 | -4 | 0 | -6 | -12 | 2
Cc1nc(SCc2cccc(F)c2)[nH]c(=O)c1C#N | -1 | 2.3 | -0.1 | -4 | -3 | 0 | 5 | -4 | 1
CC(C)CC(C(=O)NC(C)(C)C)N(Cc1cccs1)C(=O)c1snc(C(N)=O)c1N (stereo not given) | -3 | -0.9 | 0.2 | -1 | -2 | 3 | -3 | -2 | -3
O=C(NC12CC3CC(CC(C3)C1)C2)N1CCC(n2nnc3ccccc32)CC1 | 8 | 1.7 | 0.0 | 0 | -4 | 3 | 2 | 6 | -1
Cc1ccc(CN(CC(=O)N/N=C/c2ccccc2[N+](=O)[O-])S(=O)(=O)c2ccc(C)cc2)cc1 | 7 | 5.3 | 0.1 | 0 | -1 | -2 | 11 | -6 | 29
CCc1ccnc(NC(=O)NS(=O)(=O)c2ccc(C)cc2)c1 | 10 | -2.1 | 0.1 | 1 | 10 | 0 | -4 | 2 | -1
CCCC12CN(C(=O)c3ccco3)CC(CCC)(CN(C(=O)c3ccco3)C1)C2=O | -4 | -1.0 | 0.1 | 1 | 3 | -6 | -3 | 13 | -6
Cc1cc(C(=O)Nc2ccccc2)c(C)o1 | -6 | 3.1 | 0.1 | 1 | -2 | 2 | 0 | -7 | 0
CCOC(=O)CNC(=O)CSc1ncccc1-c1nc2ccccc2[nH]1 | 6 | 4.0 | 0.1 | 2 | 0 | -3 | 0 | 1 | 4
c1ccc2c(c1)nc(NCCN1CCOCC1)c1nncn12 | -3 | 1.6 | 0.1 | 0 | -2 | -4 | 0 | 4 | 8
O=C(Nc1cccc(F)c1)c1c(O)c2cccc3c2n(c1=O)CCC3 | -4 | -2.9 | 0.1 | 3 | 1 | 0 | -6 | 5 | -4
CCC1CCCCN1CCCNC(=O)CC1Oc2ccc(C)cc2NC1=O (stereo not given) | 2 | -0.5 | 0.1 | -2 | 3 | 2 | -5 | -4 | -5
N=C(N)SCc1ccc(Cl)cc1Cl | 7 | 0.7 | 0.0 | 1 | 4 | -2 | 15* | -2 | 1
Cc1ccc(C2CC(=O)c3cnc(N4CCN(c5ccccc5)CC4)nc3C2)cc1 (stereo not given) | 7 | -1.3 | -0.1 | 0 | -1 | -13 | -5 | 16 | 1
O=C1CC(c2ccccc2)n2nc(N3C(=O)c4ccccc4C3=O)nc2N1 (stereo not given) | 5 | 0.0 | 0.2 | 0 | -1 | 4 | 1 | 4 | 3
O=c1[nH]c(=S)[nH]c2sc3c(c12)CCCCCC3 | -11 | -1.2 | 0.0 | -1 | 3 | -14 | -3 | -1 | -2
CCOC(=O)N1CCN(C(=O)COc2ccc(S(=O)(=O)NC3CCCCC3)cc2C)CC1 | -3 | 3.1 | 0.2 | 0 | 0 | 7 | -2 | 12&-7 | -3
CN=C1SC(CC(=O)Nc2ccc(F)cc2F)C(=O)N1/N=C/c1ccc(OC(F)F)c(OC)c1 (stereo not given) | 7 | -0.3 | 0.0 | 1 | 1 | 4 | -1 | 12 | 0
CC(=O)c1cnc(Nc2cccc(C)c2)s1 | 7 | -0.1 | 0.0 | -3 | 0 | 5 | 6 | -6 | 4
C=CCOC(=O)C1=C(C)N=C2SCCC(=O)N2C1c1ccc(OC(=O)c2ccco2)cc1 (stereo not given) | 3 | 1.9 | 0.0 | 1 | -9 | -8 | 4 | -17 | 6
CSCCC(NC(=O)c1ccccc1)C(=O)N/N=C(\C)c1ccccc1 (stereo not given) | 4 | -1.9 | -0.1 | -1 | -3 | 7 | -4 | -3 | 8
CC(C)=CCc1cc2c(=O)c3c(O)c4c(cc3oc2c(O)c1O)OC(C)C4(C)C (stereo not given) | 5 | 5.0 | 0.1 | -2 | 2 | 9 | 3 | 1 | -2
COc1ccc(CCCc2n[nH]c(=S)o2)cc1 | -1 | -2.0 | -0.1 | -2 | 6 | -36 | 11 | 0 | -5
O=C(CN1C(=O)NC2(CCc3ccccc32)C1=O)NCC(=O)Nc1ccc(F)cc1 (stereo not given) | 2 | -0.4 | 0.4 | x | x | -3 | -4 | 1 | x
CCC(=O)Nc1nnc(S(=O)(=O)N2CCCCCC2)s1 | 2 | -0.6 | -0.9 | -4 | -2 | 1 | 1 | 7 | -6
CCNc1c(N)c(=O)oc2ccccc12 | -6 | 1.0 | 0.0 | -1 | 2 | 5 | -1 | -1 | -13
CC(C)n1c(/N=C/c2ccccc2O)nc2ccccc21 | -3 | -0.7 | -0.1 | 3 | 3 | 12 | -1 | 7 | 8
CCc1cccc(CC)c1NC(=O)CSc1nc2ccc(N3C(=O)C4C5C=CC(C5)C4C3=O)cc2s1 (stereo not given) | -12 | 0.6 | 0.1 | 7 | 3 | 1 | 5 | 7 | 10
O=C(Cn1c(=O)n(-c2ccccc2)c(=O)n1CC(=O)N1CCCCC1)N1CCCCC1 | -3 | 3.5 | -0.1 | 0 | -5 | -9 | -4 | 4 | 0

Bioassay records (PubChem BioAssay)
